# D1 PAM: enhances dopamine response at the human D1 receptor; P21728; HEK293 TREx D1 cells, calcium flux, dopamine EC20 potentiation; potentiation, % at 10 µM; hit rate 0.036% among 360,000; AID 504651; in the data active = potentiation above about 30%; also: 0% is about no effect
# Target sequence (P21728 whole entry, looked up): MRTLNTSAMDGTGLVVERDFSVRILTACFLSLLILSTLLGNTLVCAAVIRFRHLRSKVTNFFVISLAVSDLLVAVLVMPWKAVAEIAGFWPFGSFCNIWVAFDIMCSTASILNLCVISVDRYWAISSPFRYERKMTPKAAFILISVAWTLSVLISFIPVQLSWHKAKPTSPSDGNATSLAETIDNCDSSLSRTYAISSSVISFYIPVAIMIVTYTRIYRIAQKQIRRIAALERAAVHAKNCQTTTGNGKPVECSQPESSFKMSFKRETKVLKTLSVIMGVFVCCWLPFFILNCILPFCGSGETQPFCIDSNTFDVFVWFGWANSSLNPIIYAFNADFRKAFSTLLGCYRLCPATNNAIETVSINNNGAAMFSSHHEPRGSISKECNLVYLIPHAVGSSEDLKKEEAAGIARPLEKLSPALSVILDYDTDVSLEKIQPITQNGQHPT
# RXFP1 antag: blocks the human relaxin receptor RXFP1 | HEK293-RXFP1, relaxin-stimulated cAMP HTRF, 30 min; stronger effect = lower value | Q9HBX9 | hit rate 0.59% among 350,000 | activity change, negative = inhibition, % at 57.5 µM;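 active = activity change of -60% or lower, but not beyond a set lower limit; inconclusive = change between -60% and -40%, or beyond the set limit; inactive = change above -40%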; also: % is scaled to controls: 0 for no effect and ±100 for the full control effect
# D1 agonist: activates the human D1 dopamine receptor. HEK293 T-REx D1 cells, calcium flux, agonist mode. activation, % at 2 µM. hit rate 1% among 360,000. AID 504660; in the data active = activation above about 30%; also: 0% is about no effect
#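 Tetracycline-induced HEK293 TREx D1 cells, force-coupled to calcium signalling, were dye-loaded with a no-wash calcium kit. Compound was pin-added after a 10 s baseline. Fluorescence was read kinetically at 1 cycle/s for 180 s, with calcium rises flagged as agonism.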
# TRHR PAM: allosteric enhancers of human TRH receptor. hit rate 0.66% among 360,000. enhancement, % at 2 µM. P34981. AID 493056. TRHR cells, fluo-8 calcium fluorescence, EC20 TRH enhancement; in the data active = enhancement above about 30%; also: 0% is about no effect
# Target sequence (P34981 whole entry, looked up): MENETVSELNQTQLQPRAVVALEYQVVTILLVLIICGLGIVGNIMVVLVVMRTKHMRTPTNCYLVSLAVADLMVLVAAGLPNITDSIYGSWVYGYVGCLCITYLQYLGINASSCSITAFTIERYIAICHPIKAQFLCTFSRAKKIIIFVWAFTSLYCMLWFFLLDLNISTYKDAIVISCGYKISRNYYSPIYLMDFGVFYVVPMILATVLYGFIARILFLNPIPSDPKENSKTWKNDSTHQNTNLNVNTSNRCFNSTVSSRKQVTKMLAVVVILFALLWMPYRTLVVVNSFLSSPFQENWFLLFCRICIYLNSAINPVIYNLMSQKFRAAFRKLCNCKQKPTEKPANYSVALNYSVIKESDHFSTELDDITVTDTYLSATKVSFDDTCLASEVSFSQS
#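 TRHR-expressing cells loaded with fluo-8 calcium dye were read kinetically (ex 480/em 530) during compound addition, then stimulated with an EC20 of TRH (10 nM final). Enhancement of the Gq-mediated intracellular calcium response was scored.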
# RXFP1 ag: activates the human relaxin receptor RXFP1; Q9HBX9; HEK293T-RXFP1 cAMP TR-FRET, 30 min; response scale: percent of porcine relaxin response, buffer zero; Potency, µM (titrated, usually from 57.5 µM), for inactives: top-dose activation, hits mostly activators; hit rate 0.3% among 370,000; AID 2676; also: potency is read from the fitted curve at half-maximal effect; % is scaled to controls: 0 for no effect and ±100 for the full control effect; nearly all actives have a fitted effect of over 60% in size; many of its hits are not listed in these tables
#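 cAMP rise read by TR-FRET after 30 min, 37C compound exposure (up to 58 uM) in RXFP1-transfected HEK293 cells with Ro 20174 present. EC50 from Hill-equation fits, with 29 nM porcine relaxin as 100% and buffer as basal.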
# Apoferritin bind: binds horse apoferritin like a general anesthetic; P02791; apoferritin/1-aminoanthracene competitive binding, fluorescence; Potency, µM (series often up to 77.5 µM), for the others: at the highest dose activity change, negative = displacement, actives largely listed as inhibitors; hit rate 0.074% among 350,000; also: potency is read from the fitted curve at half-maximal effect; % is scaled to controls: 0 for no effect and ±100 for the full control effect; nearly all actives have a fitted effect of over 20% in size
# Target sequence (P02791 2-175 limits assumed): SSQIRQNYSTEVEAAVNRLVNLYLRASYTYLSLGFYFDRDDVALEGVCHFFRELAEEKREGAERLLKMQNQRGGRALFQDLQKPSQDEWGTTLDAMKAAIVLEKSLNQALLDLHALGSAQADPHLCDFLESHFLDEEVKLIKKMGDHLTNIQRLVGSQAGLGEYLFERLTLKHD
#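 In PBS, apoferritin at 10 uM is loaded with 1-AMA from a 50% saturated solution. After 10 min of compound exposure at ambient temperature, reduced 535 nm fluorescence indicates probe displacement.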
# TRHR agonist: activates the human TRH receptor | P34981 | TRHR cells, calcium flux fluo-8, FDSS agonist mode | activation, % at 2 µM | hit rate 0.18% among 360,000 | AID 493084; in the data active = activation above about 30%; also: 0% is about no effect
#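 TRHR-expressing cells, plated overnight in medium with 10% serum, were loaded with fluo-8 calcium dye at room temperature. After a 10 s baseline, library compound was pin-added and calcium release was recorded kinetically (ex 480/em 530) as agonist response.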
# D1 antag: human D1 dopamine receptor antagonism. P21728. HEK293 TREx D1 cells, calcium flux, dopamine EC80; stronger effect = lower value. activity change, negative = inhibition, % at 10 µM. hit rate 3.2% among 360,000. AID 504652; in the data active = activity change below about -30%; also: % is scaled to controls: 0 for no effect and ±100 for the full control effect
#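 Cells carrying a force-coupled, tetracycline-inducible human D1 receptor report calcium flux. Each well gets a 10 s baseline, compound with 180 s monitoring, then an EC80 dopamine stimulus with a second 180 s kinetic read.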
# D2 PAM: positive allosteric modulators of human D2 dopamine receptor. AID 485347. HEK293 T-REx D2, calcium flux, EC20 dopamine potentiation. P14416. potentiation, % at 10 µM. hit rate 0.34% among 340,000;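 active = potentiation over 3 SD above the plate norm, cut at about 30% in these data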; also: 0% is about no effect
#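 Potentiation of an EC20 dopamine calcium response is measured in a force-coupled, tetracycline-inducible Hek293 Trex D2 line. Compound-only kinetic reads over 180 s flag agonists before dopamine addition.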
# * hit, by the source's call; ? = inconclusive; nt = no result given; & = joins results of further samples. Unless noted, calls follow the shape of the dose curve; as a rule, active = well fitted curve in the direction sought with a large enough effect; inconclusive = small, poorly fitted or top-dose-only effect, or another doubt; inactive = no such curve, though single readings can be large; an effect the other way counts as inactive or inconclusive. Only part of the results is shown, so the mix of outcomes need not match the whole.
# The first 2 records, to show the layout:
SMILES,D1 PAM,RXFP1 antag,D1 agonist,TRHR PAM,RXFP1 ag,Apoferritin bind,TRHR agonist,D1 antag,D2 PAM
COc1ccc(NC(=O)CSc2nnc(-c3ccc(C)cc3)n2N)cc1,0,-1,7,-12,3.5%,-18%,6.8,-6,-13
Cc1c(Cl)cccc1NC(=O)C(=O)NCCc1csc(-c2cccc(F)c2)n1,1,-1,14,-3,6.9%,-10%,1.2,15,-1

# This part in full, repeating the preview:
SMILES,D1 PAM,RXFP1 antag,D1 agonist,TRHR PAM,RXFP1 ag,Apoferritin bind,TRHR agonist,D1 antag,D2 PAM
COc1ccc(NC(=O)CSc2nnc(-c3ccc(C)cc3)n2N)cc1,0,-1,7,-12,3.5%,-18%,6.8,-6,-13
Cc1c(Cl)cccc1NC(=O)C(=O)NCCc1csc(-c2cccc(F)c2)n1,1,-1,14,-3,6.9%,-10%,1.2,15,-1
O=C(CCCC(=O)N(CC(=O)NC1CCCC1)C1CCCC1)Nc1ccccn1,8,-2,5,0,-0.7%,-10%,-2.1,13,-6
CN(c1ccccc1C(=O)O)S(=O)(=O)c1ccc2c3c(cccc13)C(=O)N2,-1,-17,-1,4,0.5%,-9%,0.0,0,14
O=C(O)COc1ccccc1/C=N/Nc1ccc(S(=O)(=O)N2CCOCC2)cc1[N+](=O)[O-],1,-3,2,10,2.5%,-8%,0.6,4,0
COc1ccc(NC(=O)c2ccc3c(c2)C(=O)N(CC2CCCO2)C3=O)cc1 (stereo not drawn),-11,-11,4,15,0.1%,-4%,-0.1,-12,4
CC(=O)Nc1cccc(NC(=O)CSc2nnc(Cc3cccn3C)n2CCc2ccccc2)c1,2,-18,2,-2,0.2%,?,-0.1,9,13
NC(N)=NC(N)=Nc1ccccc1,-5,2,1,-5,0.6%,4%,0.6,-4,-8
COc1cccc(C(=O)NC(=S)Nc2ccccc2N2CCCCC2)c1,2,-7,7,-1,1.7%,?,0.6,-24,2
CC(=O)c1c(C)[nH]c(C(=O)OCc2cc(=O)n3cc(Br)ccc3n2)c1C,-2,4,2,8,?,nt,0.4,-7,2
COc1ccc(S(=O)(=O)N2CCC(Oc3cccc(C(F)(F)F)c3)CC2)cc1OC,3,4,0,7,-0.6%,-10%,-0.8,-36*,-6
CC(=O)c1cccc(NC(=O)CCS(=O)(=O)c2cccc3nsnc23)c1,-1,8,1,-3,1.5%,-10%,0.1,3,0
NS(=O)(=O)c1ccc(CNS(=O)(=O)Cc2ccc(Cl)cc2)cc1,-5,-1,4,0,-0.8%,2%,1.1,-6,13
CNC(=O)COC(=O)/C=C/c1cccs1,-4,-6,2,8,-3.0%,-4%,0.3,-2,-2
CC(NC(=O)C1CC2CCCC(C1)C2=O)c1ccccc1 (stereo not drawn),2,6,2,1,1.0%,1%,0.3,9,2
Cc1c(CN(C)C)c2c(n1C)C(=O)c1ccc(Br)cc1-2,2,-26,1,-5,-3.0%,?,-0.3,-2,-3
CCCCNC(=O)C1CCN(S(=O)(=O)N2CCCCCC2)CC1,0,-9,1,5,1.6%,-8%,0.2,-2,-7
CC(C)NC(=O)NCCCCCCS(C)=O (stereo not drawn),-4,2,-1,2,2.5%,-2%,-0.5,-21,9
Cc1ccc(/C=N/NC(=O)Cc2cccn2C)cc1,-5,3,1,-8,-0.7%,-4%,-0.8,-29,1
Cc1ccc2nc(N3CCN(C(=O)c4ccco4)CC3)c3nncn3c2c1,-1,-13,-1,-2,21%,-8%,0.6,-15,10
Cc1ccc(-n2c(SCC(N)=O)nnc2-c2ccc(S(=O)(=O)N3CCCCC3)cc2)c(C)c1,0,1,3,2,0.9%,?,-0.2,5,18
Cc1nn(C)cc1S(=O)(=O)Nc1ccccc1Br,7,-4,2,7,-0.3%,-5%,0.2,12,21
COc1ccc(/C(=C\Nc2ccc(C)c(C)c2)C(C)=O)cc1OC,1,-7,2,-3,3.5%,-11%,-0.7,-2,6
O=C1N/C(=C/c2ccco2)C(=O)N1Cc1ccccc1F,-3,3,3,16,0.1%,1%,1.0,1,-6
Cn1c(SCC(=O)c2ccc3c(c2)OCCO3)nnc1C(F)(F)F,-2,-9,4,0,1.4%,1%,-0.8,1,8
CCOC(=O)c1c(NC(=O)c2ccco2)sc(C(=O)N2CCCC2)c1C,1,-10,1,7,0.2%,-15%,0.1,1,nt
CC(C)c1ccc(S(=O)(=O)Nc2ccc(-n3cnnn3)cc2)cc1,-5,-19,17,1,-2.3%,nt,-1.5,-12,18
COc1cccc(CCNC(=O)CCc2nnc(Cc3cc(OC)ccc3OC)o2)c1,-3,12,1,-8,-1.6%,0%,0.1,3,1
CCn1c(/C=C/c2ccc(O)c(O)c2)nc2ccccc2c1=O,1,-16,2,34*,0.3%,-13%,8.2,2,1
Cc1ccc(-n2c(=O)[nH]cc(C(=O)N3CCc4ccccc43)c2=O)cc1C,-4,nt,-2,1,-0.7%,-10%,0.4,13,8
CCOC(=O)N1CCN(S(=O)(=O)c2ccc(C(=O)N(CCCN(C)C)c3nc4ccc(CC)cc4s3)cc2)CC1,5,-9,23,-1,2.5%,?,1.0,4,-8
COCCN(Cc1cc2ccc(C)c(C)c2nc1Cl)C(=O)N1CCOCC1,-1,-8,1,-3,0.8%,-13%,-0.2,2,2
CC(=O)NC(=S)Nc1ccc(NC(=S)NC(=O)/C=C/c2ccco2)cc1,12,-8,5,10,3.0%,-4%,0.3,-28,-2
O=C1CC(N2CCN(Cc3ccc4c(c3)OCO4)CC2)C(=O)N1c1cccc(Cl)c1 (stereo not drawn),-4,-3,9,13,0.7%,-17%,0.3,-15,-5
Cc1c(C)c(C)c(C(=O)CCc2cccc(NC(=O)CCC(=O)O)c2)c(C)c1C,1,10,0,1,1.2%,5%,-0.8,-2,-4
CCc1nn(CC(=O)NCCc2ccc(OC)cc2OC)c(=O)c2cc3occc3n12,4&-2,-12,0&0,-5&-7,1.5%&-0.7%,-6%&-6%,-0.8&-0.4,1&5,0&-2

# An excerpt from above, limited to TRHR agonist.
SMILES	TRHR agonist
O=C1CC(N2CCN(Cc3ccc4c(c3)OCO4)CC2)C(=O)N1c1cccc(Cl)c1 (stereo not drawn)	0.3
Cc1c(C)c(C)c(C(=O)CCc2cccc(NC(=O)CCC(=O)O)c2)c(C)c1C	-0.8
CCc1nn(CC(=O)NCCc2ccc(OC)cc2OC)c(=O)c2cc3occc3n12	-0.8&-0.4

# Continuation.
SMILES,D1 PAM,RXFP1 antag,D1 agonist,TRHR PAM,RXFP1 ag,Apoferritin bind,TRHR agonist,D1 antag,D2 PAM
Cc1ccc(C(=O)CNc2ccc(C)c(Cl)c2)cc1,-2,8,1,-2,-0.3%,-14%,1.1,1,nt
Cc1cc(=O)n(Cc2ccc(F)cc2Cl)c2c1c(C)nn2-c1ccccc1,0,-7,4,-2,22%,-3%,0.2,-8,8
COc1ccc(C(=O)C2CCCN(C(=O)c3cc(C(C)C)no3)C2)cc1F (stereo not drawn),-4,7,3,-3,-2.8%,-13%,-1.0,2,-17
CCc1cc(C(=O)N2CCCC(CCC(=O)NCc3cccc(OC)c3)C2)no1 (stereo not drawn),-4,9,4,-7,-0.8%,-2%,-2.5,16,2
Oc1ccccc1C=Nc1cccc2ccccc12,-3,-4,3,-1,1.0%,6%,0.5,-5,8
O=C(COc1ccc(Cl)cc1)Nc1ccccc1C(=O)NCc1ccco1,2,-10,3,-4,1.3%,-4%,0.1,-24,-7
CCCCOc1ccc(C(=O)N/C(=C/C=C/c2ccccc2)C(=O)NCCO)cc1,-7,-14,6,21,0.1%,?,0.6,2,10
COCC(=O)Nc1nnc(-c2cccs2)s1,-1,-4,1,-1,7.1%,-11%,0.3,0,-5
CCNS(=O)(=O)c1ccc(Br)c(C(=O)OC(C)C(=O)NCC2CCCCC2)c1 (stereo not drawn),1,-3,0,13,2.8%,nt,-1.1,-12,-2
COc1ccc(Cl)cc1NC(=O)N(C)Cc1c(C)nn(C)c1C,3,-2,2,0,0.8%,0%,-0.3,3,5
CC1(C)CC(=O)C=C(NCCN2CCN(C(=S)NC3CCCCC3)CC2)C1,5,-36,1,4,-1.2%,2%,0.5,15,6
CCC(=O)NC(c1ccccc1Cl)c1c(O)ccc2ccccc12 (stereo not drawn),-2,17,5,-5,0.2%,2%,-0.8,5,-2
Cc1ccc(C2NCCS2)cc1 (stereo not drawn),-6,11,1,-7,-0.4%,1%,-0.1,5,-5
COc1cc(NC(=O)Cn2cnc3c2c(=O)n(C)c(=O)n3C)c(OC)cc1Cl,0,nt,-1,-1,?,1%,-0.6,-2,-1
O=C1CCC(C(=O)N2CCCCCC2)CN1CCc1ccc(Cl)cc1 (stereo not drawn),-1,-16,1,2,0.1%,-2%,-0.2,-5,15
Cc1csc(NC(=O)CSc2nnc3c4ccccc4nc(C(C)(C)C)n23)n1,-1,-8,1,2,-1.7%,-7%,0.4,8,-5
Cc1cc(N2CCN(C)CC2)nc2ccc(NC(=O)CCC(=O)NCCc3ccc(Cl)cc3)cc12,8,3,2,-1,3.9%,-9%,-1.0,-7,2
O=C(/C=C\Nc1cccc(F)c1)c1cccs1,-5,-5,1,0,0.8%,-4%,0.4,-15,-13
CCOc1ccccc1-c1c2cc(O)c(=O)cc-2oc2cc(O)c(O)cc12,-3,-11,53*,1,-1.3%,2%,31*,12,-12
O=C(NC(=S)N1CCCC1)c1cccc([N+](=O)[O-])c1,2,10,2,-5,3.9%,-4%,0.0,-12,17
CCc1ccc(OCC(=O)NNC(=O)CNC(=O)c2ccc(Br)o2)cc1,-2,-3,2,0,0.7%,nt,0.1,-2,4
Cc1ccc(NC(=O)c2cc([N+](=O)[O-])ccc2N2CCOCC2)cc1S(=O)(=O)N1CCOCC1,8,1,0,-8,-0.5%,-18%,0.0,0,7
O=C(NCc1cn2ccccc2n1)c1ccc2c(c1)OCO2,1,0,2,4,2.4%,-1%,-0.8,6,24
CCn1c(=O)n(Cc2ccco2)c(=N)c2c3c(sc21)COC(C)(C)C3,-2,0,0,4,0.0%,-17%,-0.9,-16,-2
NC(=O)c1ccc(NCC2COc3ccccc3O2)c([N+](=O)[O-])c1 (stereo not drawn),-9,4,8,-1,-3.4%,?,-0.7,-37*,-6
Cc1ccc(OCC(=O)Nc2ccc(C(=O)O)cc2NC(=O)COc2ccc(C)c(C)c2)cc1C,-8,-15,1,18,-2.0%,?,0.2,-4,2

# Compound activity as filed in PubChem BioAssay.
